Screens from PubChem.
TNAP activation fold = stimulation of alkaline phosphatase TNAP activity – biochemical, luminescent, no phosphate acceptor, uHTS, primary screen (AID 1001); activation fold at 20 µM; hits with a dose series show EC50 in µM; 0.03% of 200,000 active; purified TNAP, luminescent activation assay, no phosphate acceptor; higher activation fold means a stronger effect; in the data active means activation fold from about 3, or a potency from the dose series; inactive means the rest, 99 in 100 with activation fold below about 1.6; further: many of its hits are not listed in these tables
SIAH1 antagonists = Siah-1 peptide-binding antagonists, primary screen, biochemical, fluorescence polarization, rhodamine-plectin, uHTS (AID 1817); Siah-1 / rhodamine-plectin peptide fluorescence polarization; higher % means a stronger effect; displacement, % at 20 µM, or IC50 in µM where a hit was titrated; 0.02% of 290,000 active;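 active means displacement of at least 50% at 20 µM, with a fluorescence ratio check between 0.3 and a set limit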;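 further: plate controls were Siah plus tracer with DMSO for no effect and tracer alone without Siah for full effect; strong numbers were not always called active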
Hep lipid drop = modulators of hepatic lipid droplet formation; AML12 mouse hepatocytes, oleate lipid droplets, BODIPY imaging; inhibition, % at 6.5 µM; 0.4% of 240,000 active; AID 1656;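 active means lipid droplet intensity inhibited by at least 50%, with more than 500 cells counted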
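Test system: AML12 hepatocytes (mouse); reagent: oleate loading, 100 µM; dosing: one dose, 6.5 µM compound; incubation: overnight exposure; signal: fluorescence imaging, 20x objective, two fields per well; read-out basis: % inhibition of corrected integrated BODIPY droplet signal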
M1AAP inhibition = malaria alanyl aminopeptidase activity blockers – biochemical, fluorogenic H-Leu-NHMec substrate, 1536-well (AID 1445). recombinant M1AAP, H-Leu-NHMec fluorogenic kinetic assay; higher % means a stronger effect. one-dose inhibition, % at 30 µM; IC50 in µM for titrated hits. 0.42% of 220,000 active;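 active means primary inhibition above the hit cutoff, then over 50% inhibition at one or more dose response concentrations, cut at about 23% in these data, passing the limit was not always enough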;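 further: plate controls were DMSO full reaction for no effect and no enzyme background for full effect; strong numbers were not always called active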
M17LAP inhibition = P. falciparum M17LAP inhibitors, primary screen, biochemical, fluorogenic H-Leu-NHMec substrate, 1536-well (AID 1619). recombinant M17LAP, H-Leu-NHMec fluorogenic kinetic assay; higher % means a stronger effect. one-dose inhibition, % at 30 µM; IC50 in µM for titrated hits. 0.38% of 220,000 active;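 active means compound inhibiting the enzyme by more than half at any dose during confirmatory dose-response retesting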;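 further: plate controls were full reaction with DMSO carrier for no effect and no enzyme background for full effect; strong numbers were not always called active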
human PMI inhibitors = MPI inhibition at elevated mannose 6-phosphate – biochemical, fluorescence intensity, high mannose 6-phosphate, primary screen (AID 1220). one-dose inhibition, % at 20 µM; IC50 in µM for titrated hits. recombinant PMI enzyme, coupled fluorescence intensity; higher % means a stronger effect. 0.66% of 190,000 active
XIAP displacement = small molecules displacing peptide from XIAP – biochemical, IAP family, fluorescence polarization (AID 1018) | displacement, % at 20 µM; hits with a dose series show IC50 in µM | XIAP BIR domain, fluorescence polarization peptide displacement; higher % means a stronger effect | 0.007% of 200,000 active; in the data active means displacement above about 50%; further: a part of the inactive calls stands beside numbers as strong as those of hits
UTI89 phage lysis = protection from phage-mediated lysis, alamar blue read-out – E. coli UTI89, K1F phage, bacterial capsule biogenesis inhibitors (AID 488966) | E. coli UTI89 K1F phage lysis, alamar blue, 2 h; higher % means a stronger effect | one-dose inhibition, % at 100 µM; IC50 in µM for titrated hits | 0.02% of 340,000 active;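 active means phage lysis inhibition, versus mean bacterial control, above a set limit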;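 further: capsule biogenesis inhibitors block K1F phage lysis so surviving cells raise fluorescence; higher fluorescence means more inhibition of phage lysis; actives were called in the ten point dose series up to 300 µM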
human PMI inhibition = MPI enzyme activity inhibition – biochemical, fluorescence intensity, coupled assay, primary screen (AID 1209). inhibition, % at 20 µM, or IC50 in µM where a hit was titrated. purified PMI enzyme, coupled fluorescence intensity; higher % means a stronger effect. 0.42% of 190,000 active;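 further: plate controls were DMSO vehicle for no effect and wells lacking substrate for full effect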
Hep lipid drop cells 6.5 µM = recorded beside Hep lipid drop, whose call it bears; cell count; measured here: cell count, cytotoxicity flag;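 cells counted across two imaged fields per well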
* marks the source's active call; other numbers are inactive results; [ ] = another dose, or the depositor's remark. Unless noted, no stated cut-off is given here; in the data, active means inhibition above about 50%; inactive means the rest. Compounds as they come; about 1.9% have a hit in one of these screens.

Results for O=C(c1ccc2c(c1)OCCCO2)N1CCCCC1 ?
SIAH1 antagonists: 2%; Hep lipid drop: -47; M1AAP inhibition: 1%; M17LAP inhibition: 6%; UTI89 phage lysis: -0.4%; Hep lipid drop cells 6.5 µM: 675

How did COCCOC(=O)c1c(C)oc2ccc(OCc3ccccc3)cc12 do in these assays?
TNAP activation fold: 1; SIAH1 antagonists: 8%; Hep lipid drop: -4; M1AAP inhibition: -3%; M17LAP inhibition: -10%; human PMI inhibitors: 9%; XIAP displacement: -1.1%; UTI89 phage lysis: -0.1%; human PMI inhibition: 2%; Hep lipid drop cells 6.5 µM: 709

Results for Cc1ccc(S(=O)(=O)CCC(=O)NCc2ccco2)cc1 ?
TNAP activation fold: 1.1; SIAH1 antagonists: 2%; Hep lipid drop: -11; M1AAP inhibition: 5%; M17LAP inhibition: -1%; human PMI inhibitors: -6%; XIAP displacement: -3.1%; UTI89 phage lysis: -0.2%; human PMI inhibition: -4%; Hep lipid drop cells 6.5 µM: 701

How did CCCNC(=O)C(=O)N/N=C/c1cccs1 do in these assays?
TNAP activation fold: 1.1; SIAH1 antagonists: 7%; Hep lipid drop: -5; M1AAP inhibition: 10%; M17LAP inhibition: 8%; human PMI inhibitors: 6%; XIAP displacement: -3.7%; UTI89 phage lysis: 1.1%; human PMI inhibition: 8%; Hep lipid drop cells 6.5 µM: 621

Results for CSCc1cc(N2CCOCC2)nc(SCc2ccc(Cl)cc2Cl)n1 ?
TNAP activation fold: 1; SIAH1 antagonists: -7%; M1AAP inhibition: 0%; M17LAP inhibition: 0%; human PMI inhibitors: -61%; XIAP displacement: -6.4%; UTI89 phage lysis: 0.0%[50 µM]; human PMI inhibition: -20%

What do the screens show for `CCOc1cc(/C=N\NC(=O)OC(C)(C)C)ccc1OC(=O)c1ccco1`?
TNAP activation fold: 1.2; SIAH1 antagonists: -8%; Hep lipid drop: -20; M1AAP inhibition: 16%; M17LAP inhibition: 9%; human PMI inhibitors: 1%; XIAP displacement: -0.1%; UTI89 phage lysis: 0.1%; human PMI inhibition: -6%; Hep lipid drop cells 6.5 µM: 721

What do the screens show for `CC1(C)Cc2c(sc3c2c2ncnn2c2nnc(SCC(=O)NCc4ccco4)n32)CO1`?
TNAP activation fold: 1; SIAH1 antagonists: -1%; M1AAP inhibition: 1%; M17LAP inhibition: 9%; human PMI inhibitors: -5%; XIAP displacement: -1.9%; UTI89 phage lysis: -0.2%; human PMI inhibition: -8%

Results for O=C(/C=C/Nc1ccc(Br)cc1F)c1ccccc1 ?
TNAP activation fold: 1.1; SIAH1 antagonists: 2%; Hep lipid drop: 4; M1AAP inhibition: 12%; M17LAP inhibition: -4%; human PMI inhibitors: 1%; XIAP displacement: -5.4%; UTI89 phage lysis: -1.2%; human PMI inhibition: 1%; Hep lipid drop cells 6.5 µM: 649

Results for COc1ccc(CCNC(=O)CS(=O)(=O)c2cn(CC(=O)N3CCCC3)c3ccccc23)cc1OC ?
TNAP activation fold: 1.3; SIAH1 antagonists: 8%; Hep lipid drop: 7; M1AAP inhibition: 2%; M17LAP inhibition: 4%; human PMI inhibitors: 47%; XIAP displacement: -1.6%; UTI89 phage lysis: 0.9%[50 µM]; human PMI inhibition: 1%; Hep lipid drop cells 6.5 µM: 708

Results for CCn1c(C)c(C(C)=O)c(N2CCN(C(c3ccccc3)c3ccccc3)CC2)nc1=S ?
TNAP activation fold: 1.1; SIAH1 antagonists: -10%; Hep lipid drop: 18; M1AAP inhibition: 4%; M17LAP inhibition: -4%; human PMI inhibitors: -5%; XIAP displacement: 0.6%; UTI89 phage lysis: 0.1%; human PMI inhibition: 3%; Hep lipid drop cells 6.5 µM: 667

Results for O=c1oc2ccc(Cl)cc2cc1-c1nnc(Nc2cccc(C(F)(F)F)c2)s1 ?
TNAP activation fold: 1.1; SIAH1 antagonists: 3%; M1AAP inhibition: 3%; M17LAP inhibition: -6%; human PMI inhibitors: -10%; XIAP displacement: -3.9%; UTI89 phage lysis: 3.8%; human PMI inhibition: -13%

Results for CC(C)c1ccc(CNc2c([N+](=O)[O-])c(=O)oc3ccccc23)cc1 ?
TNAP activation fold: 1; SIAH1 antagonists: -8%; Hep lipid drop: 12; M1AAP inhibition: 0%; M17LAP inhibition: 1%; human PMI inhibitors: 0%; XIAP displacement: 6.4%; UTI89 phage lysis: 0.1%; human PMI inhibition: 1%; Hep lipid drop cells 6.5 µM: 611

What do the screens show for `Cc1ccc2[nH]c3c(c2c1)CCN1C(=O)OC(C)(C)C31C` (stereo not given)?
TNAP activation fold: 1; SIAH1 antagonists: 0%; Hep lipid drop: 10; M1AAP inhibition: -4%; M17LAP inhibition: -3%; human PMI inhibitors: -8%; XIAP displacement: -1.4%; UTI89 phage lysis: 0.3%; human PMI inhibition: -12%; Hep lipid drop cells 6.5 µM: 709

What do the screens show for `CC(=O)N1CCN(S(=O)(=O)c2ccccc2)C1c1ccccc1` (stereo not given)?
TNAP activation fold: 1.1; SIAH1 antagonists: 3%; M1AAP inhibition: 2%; M17LAP inhibition: 2%; human PMI inhibitors: -1%; XIAP displacement: -3.5%; UTI89 phage lysis: 0.5%; human PMI inhibition: 11%

What do the screens show for `COc1ccc(NC(=O)c2ccc(C#CC(C)(C)O)cc2)cc1`?
TNAP activation fold: 1; SIAH1 antagonists: 5%; Hep lipid drop: 18; M1AAP inhibition: 16%; M17LAP inhibition: -10%; human PMI inhibitors: 8%; XIAP displacement: -8.1%; UTI89 phage lysis: -0.8%; human PMI inhibition: 8%; Hep lipid drop cells 6.5 µM: 710

Arranged by SMILES length (low to high): part of the list above
Results for Cc1ccc(S(=O)(=O)CCC(=O)NCc2ccco2)cc1 ?
TNAP activation fold: 1.1; SIAH1 antagonists: 2%; Hep lipid drop: -11; M1AAP inhibition: 5%; M17LAP inhibition: -1%; human PMI inhibitors: -6%; XIAP displacement: -3.1%; UTI89 phage lysis: -0.2%; human PMI inhibition: -4%; Hep lipid drop cells 6.5 µM: 701

What do the screens show for `Cc1ccc2[nH]c3c(c2c1)CCN1C(=O)OC(C)(C)C31C` (stereo not given)?
TNAP activation fold: 1; SIAH1 antagonists: 0%; Hep lipid drop: 10; M1AAP inhibition: -4%; M17LAP inhibition: -3%; human PMI inhibitors: -8%; XIAP displacement: -1.4%; UTI89 phage lysis: 0.3%; human PMI inhibition: -12%; Hep lipid drop cells 6.5 µM: 709

What do the screens show for `CC1(C)Cc2c(sc3c2c2ncnn2c2nnc(SCC(=O)NCc4ccco4)n32)CO1`?
TNAP activation fold: 1; SIAH1 antagonists: -1%; M1AAP inhibition: 1%; M17LAP inhibition: 9%; human PMI inhibitors: -5%; XIAP displacement: -1.9%; UTI89 phage lysis: -0.2%; human PMI inhibition: -8%

The results go on.
Results for O=C(CSc1ccc2c(c1)OCCO2)NCCc1ccc(Cl)cc1Cl ?
TNAP activation fold: 1.1; SIAH1 antagonists: 3%; Hep lipid drop: -33; M1AAP inhibition: -6%; M17LAP inhibition: -8%; human PMI inhibitors: 14%; XIAP displacement: -2.8%; UTI89 phage lysis: 0.1%; human PMI inhibition: 13%; Hep lipid drop cells 6.5 µM: 669

Results for CCCCOC(=O)C1C2C=CC3(CN(CCc4ccccc4)C(=O)C13)O2 (stereo not given) ?
TNAP activation fold: 1.1; SIAH1 antagonists: 8%; Hep lipid drop: -3; M1AAP inhibition: 2%; M17LAP inhibition: 16%; human PMI inhibitors: -11%; XIAP displacement: -21%; UTI89 phage lysis: -4.5%; human PMI inhibition: -11%; Hep lipid drop cells 6.5 µM: 732

What do the screens show for `CSCCC(NC(C)=O)C(=O)OCC(=O)N(c1ccccc1)c1ccccc1` (stereo not given)?
TNAP activation fold: 1.1; SIAH1 antagonists: -5%; Hep lipid drop: 2; M1AAP inhibition: 4%; M17LAP inhibition: 7%; human PMI inhibitors: -5%; XIAP displacement: 0.5%; UTI89 phage lysis: 1.9%; human PMI inhibition: -10%; Hep lipid drop cells 6.5 µM: 562

Results for CC(=O)c1c(N2CCN(c3ccccn3)CC2)nc(=S)n(-c2ccccc2)c1C ?
TNAP activation fold: 1; SIAH1 antagonists: 0%; Hep lipid drop: 4; M1AAP inhibition: 1%; M17LAP inhibition: -1%; human PMI inhibitors: 18%; XIAP displacement: -9.6%; UTI89 phage lysis: 1.1%; human PMI inhibition: -4%; Hep lipid drop cells 6.5 µM: 670

How did Cc1sc2nc3c4ccccc4c(NCc4ccco4)nn3c(=O)c2c1C do in these assays?
TNAP activation fold: 1.1; SIAH1 antagonists: 5%; Hep lipid drop: -5; M1AAP inhibition: 21%; M17LAP inhibition: 6%; human PMI inhibitors: 21%; XIAP displacement: -1.8%; UTI89 phage lysis: 0.9%; human PMI inhibition: 19%; Hep lipid drop cells 6.5 µM: 667

How did CCOc1ccc(N(Cc2cc3ccc(C)cc3[nH]c2=O)C(=O)COC)cc1 do in these assays?
TNAP activation fold: 1.1; SIAH1 antagonists: -1%; M1AAP inhibition: 3%; M17LAP inhibition: 18%; human PMI inhibitors: 2%; XIAP displacement: 0.3%; UTI89 phage lysis: 0.2%; human PMI inhibition: 1%

How did COC(=O)C1=C(C)NC(=S)NC1c1sccc1C (stereo not given) do in these assays?
TNAP activation fold: 1.1; SIAH1 antagonists: 4%; Hep lipid drop: -12; M1AAP inhibition: 2%; M17LAP inhibition: -5%; human PMI inhibitors: 6%; XIAP displacement: -4.9%; UTI89 phage lysis: 0.1%; human PMI inhibition: 4%; Hep lipid drop cells 6.5 µM: 680

Results for CCCCc1nc(NCCO)c(C#N)c2c1CCCC2 ?
TNAP activation fold: 1.1; SIAH1 antagonists: -1%; Hep lipid drop: 1; M1AAP inhibition: 9%; M17LAP inhibition: 2%; human PMI inhibitors: 7%; XIAP displacement: -3.4%; UTI89 phage lysis: -0.1%; human PMI inhibition: 11%; Hep lipid drop cells 6.5 µM: 685

Results for CCOC(=O)C1C(c2ccccc2)N(C)OC1(O)C(F)(F)F (stereo not given) ?
TNAP activation fold: 1.1; SIAH1 antagonists: 0%; Hep lipid drop: 3; M1AAP inhibition: 4%; M17LAP inhibition: 0%; human PMI inhibitors: 7%; XIAP displacement: 0.9%; UTI89 phage lysis: 0.6%; human PMI inhibition: 2%; Hep lipid drop cells 6.5 µM: 669

Results for COc1ccc(S(=O)(=O)N2Cc3ccccc3CC2C(=O)N2CCOCC2)cc1 (stereo not given) ?
TNAP activation fold: 1.2; SIAH1 antagonists: 3%; human PMI inhibitors: -2%; XIAP displacement: -3.1%; UTI89 phage lysis: 0.1%; human PMI inhibition: -1%

How did COC(=O)c1ccccc1N1C(=O)[C@@H]2C(c3ccc(F)cc3)=NO[C@@H]2C1=O do in these assays?
TNAP activation fold: 1.1; SIAH1 antagonists: 0%; M1AAP inhibition: 3%; M17LAP inhibition: 4%; human PMI inhibitors: -9%; XIAP displacement: -3.9%; UTI89 phage lysis: 0.5%; human PMI inhibition: -6%
